Source: PubChem
All columns: NCI-60 one-dose screen, growth in % after 48 h at 10 µM unless noted; 100 = growth as untreated, 0 = no growth, -100 = all killed.
SNB-75 = SNB-75 CNS cancer | 79,000 compounds, 5% hits | AID 1794750
CAKI-1 = CAKI-1 renal cancer; 75,000 compounds, 4.7% hits; AID 1794772
SF-268 = SF-268 CNS cancer cells | 82,000 compounds, 3.1% hits | AID 1794759
RXF 393 = RXF 393 renal cancer cells | 77,000 compounds, 6.9% hits
ACHN = ACHN renal cancer | 81,000 compounds, 4.9% hits | AID 1794771
SF-539 = SF-539 CNS cancer. AID 1794752. 81,000 compounds, 6.8% hits
SNB-19 = SNB-19 CNS cancer cells. 81,000 compounds, 2.5% hits. AID 1794751
A498 = A498 renal cancer cells; 76,000 compounds, 5.4% hits; AID 1794774
The depositor's hits bear a star; · = not tested or not shown; [ ] = another dose, or the depositor's remark. The calls were made as follows: active = growth percent below 10; inactive = the rest. An unsorted share of the library; 12% or so of the library scored in one or more.

entry	SMILES	SNB-75	CAKI-1	SF-268	RXF 393
1	CC(Cl)C(=O)OCCCc1ccccc1 (centres undefined)	93	95	105	114
2	ClCc1ccc(-c2ccc(CCl)cc2)cc1	79	·	100	88
3	O=C(CN1CCCCC1)NNc1ncnc2ccccc12	94	97	102	117
4	Cc1ccc(Nc2cccc3ccccc23)cc1	80	63	92	91
5	O=C(c1ccc(Br)cc1)C1C(c2ccccc2)C2CCCN2C12C(=O)Nc1ccccc12 (centres undefined)	51	46	65	66
6	CN(Cc1cc(Br)c(O)c(Br)c1)Cc1cc(Br)c(O)c(Br)c1	73	94	102	111
7	CCCNc1nc(N(C)O)nc(N(C)O)n1	77	25	35	39
8	O=C1C(c2c(O)[nH]c3ccccc23)=Nc2ccccc21	92	86	97	116

entry	ACHN	SF-539	SNB-19	A498
1	106	96	117	77
2	75	92	96	·
3	101	97	100	98
4	85	100	90	83
5	70	81	71	80
6	101	97	102	88
7	14	27	38	22
8	89	92	100	108

Remaining list, next part
entry	SMILES	SNB-75	CAKI-1	SF-268	RXF 393
9	N#C/C(=C\NC(=S)Nc1cc(Cl)ccc1Cl)C(=O)c1ccc2ccccc2c1	79	94	100	130
10	COc1ccc(-c2cn3c(C(=O)Nc4ccccc4Cl)c(-c4ccccc4)c4c3n2CCCC4)cc1	108	82	93	109
11	CN1CC(=O)N(c2ccccc2)N=C1C(=O)Nc1ccccc1Cl	96	·	106	·
12	CC#Cc1c(C)c(N2CCN(CCOc3ccc4c(c3)CC[C@@H]3[C@@H]4CC[C@]4(C)[C@@H](O)CC[C@@H]34)CC2)cc2c1CCN2S(C)(=O)=O	64	70	74	50
13	COc1cc2cc(C(=O)N3C[C@@H](CCl)c4c3cc(OC(=O)N(C)CCSSCCN3CCOCC3)c3ccccc43)[nH]c2c(OC)c1OC	-75*	-45*	0.9*	-87*
14	CSc1ncc2ncn(C3OC(CO)C(O)C3O)c2n1 (centres undefined)	96	·	103	·
15	COc1ccc(C2CC(=O)c3ccccc3O2)cc1 (centres undefined)	96	97	101	99
16	COc1cc(OC)cc(-c2cc3ccc(N(C)C)cc3c(=O)[nH]2)c1	57	34	36	81

entry	ACHN	SF-539	SNB-19	A498
9	93	93	103	109
10	81	87	97	75
11	102	100	103	91
12	90	61	84	83
13	-19*	-72*	-100*	-16*
14	105	114	·	100
15	102	103	98	·
16	31	-1.2*	35	121

Next entries:
entry	SMILES	SNB-75	CAKI-1	SF-268	RXF 393
17	NC(=O)c1ncn([C@@H]2O[C@H](CO)[C@@H](O)[C@H]2O)c1N	80	89	94	104
18	COc1nc(N=[N+]=[N-])nc(-c2c(OC)ccc3ccccc23)n1	84	47	100	91
19	COc1cc2c(-c3cc4c(cc3CNCCc3ccc5c(c3)OCO5)OCO4)cccc2c(OC)c1O	45	55	68	75
20	COc1cc2c(cc1OC)[C@@H]1Cc3ccc(OC)c(OC)c3CN1CC2	83	·	103	116
21	S=C(NCc1ccco1)Nc1ccccc1	83	·	100	119
22	C#CCOc1ccc(C2=NN(CCCCCC)C3N=C(Cl)c4ncn(CCCCCC)c4N23)cc1OCC#C (centres undefined)	83	66	85	89
23	Nc1n[nH]c2cc(F)c([C@@H]3Nc4ccc5[nH]ncc5c4[C@H]4C5CCC(C5)[C@@H]34)cc12 (some centres undefined)	-13*	9.9*	9.8*	54
24	Cc1ccc(C)c2c1SC1=NNC(Nc3ccc(Cl)cc3)=C(C#N)C(=N)N12	92	89	116	115

entry	ACHN	SF-539	SNB-19	A498
17	101	97	100	73
18	100	84	88	93
19	79	88	87	·
20	104	97	109	98
21	111	105	98	69
22	96	99	87	93
23	21	-31*	35	·
24	93	95	117	91

Next section.
entry	SMILES	SNB-75	CAKI-1	SF-268	RXF 393
25	C=C(C)[C@@H]1CC[C@]2(C(N)=O)CC[C@]3(C)[C@H](CC[C@@H]4[C@@]5(C)CCCNC(C)(C)[C@@H]5CC[C@]43C)[C@@H]12	76	·	86	72
26	CC(=O)OCC1OC(OCC(OC(C)=O)C(OC(C)=O)C(OC(C)=O)C(C#N)OC(C)=O)C(OC(C)=O)C(OC(C)=O)C1OC(C)=O (centres undefined)	85	93	96	113
27	CCOC(=O)/C(=C/c1ccc([N+](=O)[O-])cc1)C(=O)c1ccccc1	47	82	24	-11*
28	CC1Cc2c(cccc2-n2cnc3ccccc32)N(C)C12C=CC(=O)C=C2 (centres undefined)	101	96	94	105
29	COc1ccc(-c2nc(Nc3nc4ccccc4[nH]3)nc(N)c2C#N)cc1	85	93	99	134
30	N#CC(C#N)=CNC(=S)Nc1ccc(S(=O)(=O)Nc2nccs2)cc1	83	101	100	103
31	O=C1c2ccccc2S(=O)(=O)N1CO	95	97	105	107
32	Cn1c(=O)c2c(nc(NC3=NS(=O)(=O)c4ccccc43)n2Cc2ccc(F)cc2)n(C)c1=O	95	89	98	96

entry	ACHN	SF-539	SNB-19	A498
25	89	65	87	99
26	109	106	111	86
27	-7.9*	-25*	51	84
28	104	98	105	102
29	97	97	98	119
30	97	98	103	88
31	108	96	105	·
32	98	101	93	110

(further entries)
entry	SMILES	SNB-75	CAKI-1	SF-268	RXF 393
33	Clc1ccc2nc(-c3nnc(-c4ccccc4)o3)c(Cl)nc2c1	94	83	97	104
34	O=C1/C(=C2/C=Nc3ccccc32)N(O)c2ccccc21	102	58	76	92
35	Cc1cc2c(C(C)C)c(O)c(O)c(C=NCC(=O)O)c2c(O)c1-c1c(C)cc2c(C(C)C)c(O)c(O)c(C=NCC(=O)O)c2c1O	90	100	98	89
36	COC(=O)/C=C1\Sc2cc(F)ccc2NC1=O	87	61	110	·
37	Cc1cc(N2CCOCC2)nc(N2CCOCC2)n1	94	97	100	118
38	CCCCCCCC(=O)OC1CCC(C2CCCCC2)CC1 (centres undefined)	89	97	100	108
39	C#C[C@]1(OC(C)=O)CCC2C3CCC4=CC(=O)CC[C@@H]4C3CC[C@@]21C (some centres undefined)	97	96	101	111
40	N#CC1=C(c2ccc(Cl)cc2)Nc2c(c(-c3ccccc3)nn2-c2ccccc2)[C@@]12C(=O)Nc1ccccc12	78	·	78	56

entry	ACHN	SF-539	SNB-19	A498
33	98	103	97	104
34	69	104	93	55
35	101	104	101	38
36	111	104	95	126
37	108	98	100	100
38	107	110	109	91
39	95	103	102	101
40	84	87	81	76

Carrying on.
entry	SMILES	SNB-75	CAKI-1	SF-268	RXF 393
41	Cc1cc(C)c(-c2c(O)c(Br)c(-c3c(C)cc(C)c(Br)c3C)c(O)c2Br)c(C)c1Br	33	5.7*	31	-49*
42	O=c1[nH]c(N2CCCCC2)nc2scc(-c3ccccc3)c12	92	·	95	100
43	CCOC(=O)c1nc(Nc2ccc(NC(=O)Nc3ccc(F)cc3)cc2)c2ccccc2n1	79	91	98	93
44	CCCOC(=O)C1(O)CCCC1	81	102	121	103
45	N#CC1c2ccccc2C=CN1S(=O)(=O)c1ccccc1 (centres undefined)	98	90	119	103
46	O=c1[nH]c(S)c(/C=C2\C=c3ccccc3=NC2=S)s1	73	86	85	97
47	O=C(NO)c1ccc(Cn2c(=O)n(-c3ccccc3F)c(=O)c3ccccc32)cc1	-3.9*	25	2.0*	-45*
48	COc1cccc(/C=C/C(=O)/C=C(/C=C/c2cccc(OC)c2OC)OB(F)F)c1OC	66	36	95	102

entry	ACHN	SF-539	SNB-19	A498
41	14	22	48	65
42	107	104	95	85
43	102	100	98	62
44	94	88	108	103
45	105	114	104	86
46	88	89	93	·
47	22	-13*	6.9*	-35*
48	20	58	78	122

(continued)
entry	SMILES	SNB-75	CAKI-1	SF-268	RXF 393
49	OCC1CCCO1 (centres undefined)	90	96	106	98
50	COc1cc(-c2nn3c(-c4ccsc4)nnc3s2)cc2c1OCCO2	83	78	100	·
51	CC(=O)N1N=C(c2ccc(C(F)(F)F)c(F)c2)CC1c1[nH]c(C)c(C(=O)NCC(F)(F)F)c1C (centres undefined)	-8.4*	59	61	31
52	CCCCn1cnc2c(SCCc3ccccc3)nc(N)nc21	90	109	101	96
53	N#Cc1ccc(CC(=O)c2ccccc2)[nH]c1=O	86	94	109	111
54	COC(=O)C(Cc1ccc(O)c(O)c1)NC(=O)C(CSC/C=C(\C)CCCC(C)CCCC(C)CCCC(C)C)NC(C)=O (centres undefined)	43	28	28	48
55	COC(=O)C1NC(=S)N(c2ccccc2)C1/C=C/c1ccccc1 (centres undefined)	106	95	118	114
56	COc1cccc2cc(C(C)C(=O)OCc3cn(-c4c5ccccc5nc5ccccc45)nn3)ccc12 (centres undefined)	103	99	102	107

entry	ACHN	SF-539	SNB-19	A498
49	103	98	101	105
50	89	90	95	73
51	19	56	48	55
52	96	105	83	·
53	107	106	100	120
54	31	-35*	11	102
55	101	95	110	·
56	109	107	100	103

Next results:
entry	SMILES	SNB-75	CAKI-1	SF-268	RXF 393
57	O=C1c2cccc(Sc3ccccc3)c2C(=O)c2c(Sc3ccccc3)cccc21	84	102	90	100
58	Cc1ccc2[nH]cc(-c3nc(-c4c[nH]c5ncccc45)cs3)c2c1	75	28	95	38
59	COc1ccc2c(c1)c(-c1nonc1-c1cn(C)c3ccccc13)cn2C	-6.8*	30	63	-9.9*
60	C=CCc1c(C)ccc(C)c1O	95	102	108	143
61	Cc1cn(C2CCCCC2)c(=O)[nH]c1=O	94	119	108	113
62	O=C(CSc1nnc(-c2cccs2)n1-c1ccccc1)Nc1cccc(F)c1	69	89	89	94
63	C=C(C)[C@@H]1CC[C@]2(C(=O)N3CCN(C)CC3)CC[C@]3(C)[C@H](CC[C@@H]4[C@@]5(C)CC[C@H](OP(=O)(OCC)OCC)C(C)(C)[C@@H]5CC[C@]43C)[C@@H]12	90	61	87	60
64	COc1ccc(N2C(=O)C(Oc3ccccc3)C2c2ccccc2)cc1 (centres undefined)	101	95	110	105

entry	ACHN	SF-539	SNB-19	A498
57	104	106	99	102
58	37	86	92	60
59	49	-9.1*	35	3.6*
60	103	98	106	94
61	103	109	114	·
62	78	84	80	110
63	84	85	91	96
64	113	113	106	86

(listing goes on)
entry	SMILES	SNB-75	CAKI-1	SF-268	RXF 393
65	COc1cc(-c2nc(SCCC(C)C)nc(Nc3ccc(F)cc3)c2C#N)cc(OC)c1OC	31	50	66	95
66	COc1ccc(C2=NN(C(=O)c3cc(-c4ccc(C)cc4)nc4ccccc34)C(c3cc(-c4ccccc4)nn3-c3ccccc3)C2)cc1OC (centres undefined)	69	·	76	93
67	N=C(N)SC(c1ccccc1)c1ccccc1	74	82	100	91
68	COc1cccc(Oc2ccccc2NC(=O)CNC(=O)c2cccc3ccccc23)c1	28[5 µM]	24[5 µM]	35[5 µM]	52[5 µM]
69	C1CCCCNCCC1	99	90	109	103
70	CC(NCc1ccccc1)c1cc(Cl)ccc1O (centres undefined)	89	91	93	91
71	COc1cc2nc(NC3CC3)nc(NC3CCN(C(C)C)CC3)c2cc1OC	79	94	93	95
72	CSc1nc2nc3c(c(-c4ccc(Cl)cc4)c2c(=O)[nH]1)CCC/C3=C\c1ccc(Cl)cc1	82	·	107	116

entry	ACHN	SF-539	SNB-19	A498
65	34	52	45	63
66	100	104	87	104
67	93	97	95	90
68	34[5 µM]	-7.8*[5 µM]	42[5 µM]	-16*[5 µM]
69	117	113	110	113
70	104	95	101	96
71	99	98	96	83
72	102	96	101	108

An excerpt of these results, field by field.
(46) O=c1[nH]c(S)c(/C=C2\C=c3ccccc3=NC2=S)s1
  SNB-75: 73
  CAKI-1: 86
  SF-268: 85
  RXF 393: 97
  ACHN: 88
  SF-539: 89
  SNB-19: 93
  A498: ·
(31) O=C1c2ccccc2S(=O)(=O)N1CO
  SNB-75: 95
  CAKI-1: 97
  SF-268: 105
  RXF 393: 107
  ACHN: 108
  SF-539: 96
  SNB-19: 105
  A498: ·
(8) O=C1C(c2c(O)[nH]c3ccccc23)=Nc2ccccc21
  SNB-75: 92
  CAKI-1: 86
  SF-268: 97
  RXF 393: 116
  ACHN: 89
  SF-539: 92
  SNB-19: 100
  A498: 108
(22) C#CCOc1ccc(C2=NN(CCCCCC)C3N=C(Cl)c4ncn(CCCCCC)c4N23)cc1OCC#C (centres undefined)
  SNB-75: 83
  CAKI-1: 66
  SF-268: 85
  RXF 393: 89
  ACHN: 96
  SF-539: 99
  SNB-19: 87
  A498: 93
